# From PubChem BioAssay
# Sm TGR inh: inhibitors of Schistosoma mansoni thioredoxin glutathione reductase. Q962Y6. purified TGR, DTNB reduction, TNB absorbance 405 nm. Potency, µM (doses to about 114 µM), inactives show at the highest dose activity change, negative = inhibition, actives largely listed as inhibitors. 360,000 tested, 3% active. AID 485364; further: potency means the concentration at half of the fitted maximal effect; nearly all actives have a fitted effect of over 60% in size
#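 First, TGR (20 nM dispensed) and NADPH were mixed with compound. Second, a 15 min room-temperature incubation followed. Third, further NADPH and then DTNB were added to start the reaction. Finally, TNB absorbance was monitored kinetically.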
# AmpC no deterg: AmpC beta-lactamase inhibition without detergent | P00811 | AmpC nitrocefin hydrolysis, absorbance 480 nm, 0.0001% Triton | Potency, µM (highest dose often 57.1 µM), for inactives: at the top dose activity change, negative = inhibition, hits mostly inhibitors | 330,000 tested, 0.52% active;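 further: potency means the concentration at half of the fitted maximal effect; plate controls were no compound for no effect and no enzyme for full effect; nearly all actives have a fitted effect of over 20% in size; some results filed as inactive show a strong effect at the top dose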
# Target sequence (P00811 whole entry, looked up): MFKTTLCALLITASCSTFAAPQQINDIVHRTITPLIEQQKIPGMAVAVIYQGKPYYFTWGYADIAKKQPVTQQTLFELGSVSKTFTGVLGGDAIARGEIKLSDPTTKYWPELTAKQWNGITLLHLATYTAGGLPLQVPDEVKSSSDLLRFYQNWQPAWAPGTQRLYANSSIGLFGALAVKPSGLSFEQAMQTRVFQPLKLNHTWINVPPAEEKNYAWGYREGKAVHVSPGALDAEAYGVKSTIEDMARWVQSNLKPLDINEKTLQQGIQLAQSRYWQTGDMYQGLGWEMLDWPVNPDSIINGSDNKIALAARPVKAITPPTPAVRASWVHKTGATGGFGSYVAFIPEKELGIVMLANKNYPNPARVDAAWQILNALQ
#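 20 mM phosphate pH 7.0 + 0.01% (detergent screen) or 0.0001% Triton X-100; 5.3 nM AmpC reagent; cpd preinc 15 min RT; nitrocefin (800 uM stock) to start; A480 q20 s × 4 min; Activity was normalised to no-enzyme and no-compound control wells.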
# AmpC detergent: blocks E. coli AmpC beta-lactamase in detergent assay. P00811. AmpC hydrolysis of nitrocefin, absorbance 480 nm, 0.01% Triton. Potency, µM (highest dose often 114 µM), for the others: top-dose activity change, negative = inhibition, hits mostly inhibitors. 370,000 tested, 0.041% active. AID 485294;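 further: potency means the concentration at half of the fitted maximal effect; 0% = no-compound wells and -100% = no-enzyme wells; nearly all actives have a fitted effect of over 25% in size; some results filed as inactive show a strong effect at the top dose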
#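 20 mM phosphate pH 7.0 + 0.01% (detergent screen) or 0.0001% Triton X-100; 5.3 nM AmpC reagent; cpd preinc 15 min RT; nitrocefin (800 uM stock) to start; A480 q20 s × 4 min; Activity was normalised to no-enzyme and no-compound control wells.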
# HCMV antiviral: human cytomegalovirus inhibition | HFF cells, HCMV-luciferase reporter, 72 h; active compounds read low | activity change, negative = inhibition, % at 57.5 µM | 410,000 tested, 4.5% active; in the data active means activity change below about -60%; inconclusive means no clear call, values can overlap the other calls; inactive means above about -39%
#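 Two-dose cell screen: HFF monolayers treated with compounds and infected with luciferase-expressing HCMV at 1 PFU/cell, 72 h at 37C, then lysed for luciferase measurement.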
# FBPA Giardia inh: Giardia lamblia aldolase inhibition; AID 2451; 290,000 tested, 0.71% active; Potency, µM (titrated, usually from 59.6 µM), without a hit: top-dose activity, negative = inhibition, usual class: inhibitors; purified Giardia FBPA; further: potency means the concentration at half of the fitted maximal effect; nearly all actives have a fitted effect of over 55% in size
# Target sequence (A8B2U2 whole entry, looked up): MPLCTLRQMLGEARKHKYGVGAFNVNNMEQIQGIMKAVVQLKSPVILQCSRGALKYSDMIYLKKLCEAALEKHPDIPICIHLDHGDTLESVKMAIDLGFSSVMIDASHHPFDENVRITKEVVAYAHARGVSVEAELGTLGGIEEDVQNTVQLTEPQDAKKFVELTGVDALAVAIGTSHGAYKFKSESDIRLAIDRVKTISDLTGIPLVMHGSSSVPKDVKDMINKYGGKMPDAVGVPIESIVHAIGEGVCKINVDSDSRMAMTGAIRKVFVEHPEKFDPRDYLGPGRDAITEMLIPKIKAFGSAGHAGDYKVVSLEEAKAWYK
#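 40 nM FBPA preincubated 10 min at RT with compound (up to 57.5 uM final), then substrate plus GAPDH/TPI/NAD/arsenate coupling and diaphorase/resazurin added. Fluorescence read after 20 min at RT, 525/598 nm.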
# HCV inh: HCV inhibition; Huh7.5.1 HCVcc-Cre infection, luciferase reporter, 44 h; 340,000 tested, 3.4% active; Potency, µM (series often up to 41.8 µM), without a hit: at the highest dose activity change, negative = inhibition, usual class: inhibitors; further: potency means the concentration at half of the fitted maximal effect
#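 Luciferase read-out (15 sec integration) after a 15 min room-temperature substrate step quantifies HCVcc-Cre infection. Cells, 1,000 per well, had compound added 4 h post-plating, then virus at ~0.5 moi, and were cultured 44 h.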
# Numbers without * were called inactive; u = inconclusive; x = no result given; & = joins results of further samples; [ ] = remark or other dose. Unless noted, the call rests on the fitted dose curve; in most records, active means well fitted curve in the direction sought with a large enough effect; inconclusive means small, poorly fitted or top-dose-only effect, or another doubt; inactive means no such curve, though single readings can be large; an effect the other way counts as inactive or inconclusive. Unless noted, on the % scale 0 is the no-effect control and ±100 the full control effect.
no.	SMILES	Sm TGR inh	AmpC no deterg	AmpC detergent
1	COC(=O)CCCCCNc1ccc(C(=O)OC)cc1N	-4%	13%	-18%
2	CN(C)C1C(=O)c2ccccc2C1=O	-7%	-12%	-12%
3	C=CCn1c(SCc2csc(C)n2)nc2sc3c(c2c1=O)CCCCC3	-22%	35%	-1%
4	Cc1ccc(S(=O)(=O)c2nc(-c3cccs3)oc2SCC(=O)Nc2cc(C)cc(C)c2)cc1	-11%	x	u
5	Cc1cc(C)c2c(=O)[nH]c(SCC(=O)Nc3cccc(S(=O)(=O)N(C)C)c3)nc2n1	0%	-46%	3%
6	CCOc1ccc(-c2nnc(SCC(=O)N3CCN(c4ccccc4)CC3)o2)cc1	3%	-14%	u
7	Cc1nn(-c2ccccc2)c(C)c1C(=O)OCC(=O)N(C)c1c(N)n(Cc2ccccc2)c(=O)[nH]c1=O	-4%	71%[activator]	-3%
8	COc1cc(/C=C/C(=O)OCC(=O)NCc2cccs2)ccc1OCC#N	-8%	14%	-8%

no.	HCMV antiviral	FBPA Giardia inh	HCV inh
1	u	-20%	-3%
2	-26	8%	15%
3	6	-2%	-21%
4	-11	x	x
5	-6	x	4%
6	-1	-5%	-6%&4%
7	-38	x	21%
8	u	19%	8%

# More results:
no.	SMILES	Sm TGR inh	AmpC no deterg	AmpC detergent
9	Cc1cc(C)nc(NS(=O)(=O)c2ccc(NC(=O)CN3C(=O)c4ccccc4C3=O)cc2)n1	-1%	-38%	0%
10	Cc1c(=O)n(OCc2ccccc2)c2ccccc2[n+]1[O-]	0%	-15%	-22%
11	COc1ccc(/C=C/C2=CC(C)(C)NC(=S)N2)cc1	2.5µM*	8.9µM*	-6%
12	CCc1ccc(NC(=O)Cc2ccc(OC)cc2)cc1	-6%	-23%	-13%
13	O=C(CC1SC(N2CCOCC2)=NC1=O)Nc1ccc(Cl)c(C(F)(F)F)c1 (centres undefined)	x	-10%	x
14	Cn1c(CCNC(=O)c2ccco2)nc2cc([N+](=O)[O-])ccc21	-18%	1%	1%
15	Cc1cc(C)nc(SCc2cc(=O)c(OC(=O)c3ccc(Cl)c([N+](=O)[O-])c3)co2)n1	-9%	-4%	9%
16	CC(=O)Nc1ccc(C2=CC(=O)C[C@H](c3ccc4c(c3)OCO4)C2)cc1	-9%	62%[activator]	-3%

no.	HCMV antiviral	FBPA Giardia inh	HCV inh
9	-40	13%	10%
10	-23	0%	1%
11	u	7%	u
12	x	0%	-12%
13	0	x	-14%
14	5	x	-13%
15	-3	1%	11%
16	-2	x	-16%[8.37 µM]

# Full records, quoted from the list:
# Listed for `CC(=O)Nc1ccc(C2=CC(=O)C[C@H](c3ccc4c(c3)OCO4)C2)cc1` : Sm TGR inh: -9%; AmpC no deterg: 62%[activator]; AmpC detergent: -3%; HCMV antiviral: -2; FBPA Giardia inh: x; HCV inh: -16%[8.37 µM]
# Listed for `C=CCn1c(SCc2csc(C)n2)nc2sc3c(c2c1=O)CCCCC3` : Sm TGR inh: -22%; AmpC no deterg: 35%; AmpC detergent: -1%; HCMV antiviral: 6; FBPA Giardia inh: -2%; HCV inh: -21%

# Carrying on:
no.	SMILES	Sm TGR inh	AmpC no deterg	AmpC detergent
17	O=S(=O)(c1ccc(Br)cc1)N1CCOC12CCCCC2	9%	2%	-1%
18	COC(=O)c1ccc(NC(=S)NCCc2cccc(C)c2)cc1	-3%	-33%	-3%
19	Cc1cc(Br)cc2c(C(=O)NCC3CCCO3)cc(-c3cccs3)nc12 (centres undefined)	3%	0%	2%
20	COc1ccc(C2=C/C(=C\c3ccccc3OC(C)=O)C(=O)O2)cc1	u	-15%	-13%
21	COc1ccc(N2CCN(C(CNC(=O)C(=O)NCCc3c[nH]c4ccccc34)c3ccco3)CC2)cc1 (centres undefined)	4%	-20%	-2%
22	CCn1cc(C(C)NC(=O)Nc2ccc3c(c2)OCO3)c(C)n1 (centres undefined)	-13%	0%[2.29 µM]	-6%
23	CC(C)C(=O)Nc1ccc2c(c1)nc(CCN1CCN(c3ccccn3)CC1)n2C	-4%	-3%	u
24	COc1ccc(C(=O)NCc2cn3cccc(C)c3n2)cc1OC	2%	-6%	-11%

no.	HCMV antiviral	FBPA Giardia inh	HCV inh
17	-13	-12%	9%
18	-20	-4%	22µM*
19	-10	x	-10%
20	15	9%	-3%
21	-25	0%	6%
22	40	2%	-8%
23	u	-20%	-7%
24	7	-8%	3%

# The results go on.
no.	SMILES	Sm TGR inh	AmpC no deterg	AmpC detergent
25	CC1=C(C)CC(C(=O)Nc2ccc(C(=O)N3CCOCC3)cc2)C(C(=O)O)C1 (centres undefined)	x	0%	3%
26	C/C(N)=C(/C#N)C(=O)CSc1nc2ccccc2n1CC(C)C	2%	44%	-1%
27	CCC(C)NC(=O)C1CCN(S(=O)(=O)CC)CC1 (centres undefined)	8%	-3%	0%
28	CCC(=O)NCC(c1cccs1)N1CCOCC1 (centres undefined)	-20%	-10%	u
29	COc1ccccc1CCC(=O)Nc1ccc(C)cc1Cl	0%	-31%	u
30	COc1ccc(CCNC(=O)c2cc(=O)n(C)c(=O)n2C)cc1OC	-6%	-12%	-11%
31	O=C(Nn1cnnc1)c1cccc(S(=O)(=O)N2CCOCC2)c1	-10%	-28%	u
32	CC1O[C@@H](OC2C(O)C(C)O[C@H](OC(=O)[C@]34CCC(C)(C)C[C@H]3C3=CCC5[C@@]6(C)CC(O)C(O[C@@H]7OC(CO)C(O)[C@@H](O)[C@@H]7O)[C@@](C)(C(=O)O)C6CC[C@@]5(C)[C@]3(CO)CC4)C2O[C@H]2OC(C)[C@@H](O[C@@H]3OCC(O[C@@H]4OC(CO)C(O)[C@H](O)C4O)[C@@H](O)[C@@H]3O)[C@H](O)C2O)C(O)C(O)C1O (some centres undefined)	x	144%[activator]	x

no.	HCMV antiviral	FBPA Giardia inh	HCV inh
25	-28	8%	4%
26	-32	3%	-25%
27	12	6%	24%
28	-19	-8%	2%
29	-15	-6%	-27%
30	2	10%	17%
31	20	4%	8%
32	63	x	16%

# (continued)
no.	SMILES	Sm TGR inh	AmpC no deterg	AmpC detergent
33	CCN(C(=O)COC(=O)c1ccc([N+](=O)[O-])o1)C1CCCCC1	x	-23%	x
34	COC(=O)c1ccc(C(=O)OC)c(NC(=O)CSCc2ccccc2Br)c1	-4%	u	1%
35	CC(C)CCn1c(=S)[nH]c2ncccc2c1=O	8%	-12%	-3%
36	CCCCC(=O)Nc1c(O)c2ccccc2[nH]c1=O	49%[activator]	-35%	-3%
37	O=C(Nc1cccnc1)C1COc2ccccc2O1 (centres undefined)	-1%	-9%	-4%
38	Cc1cccc(OC(=O)c2sc(Cl)nc2C)c1	1%	-23%	-11%
39	Cc1cc(SCC(=O)c2ccc(O)c(O)c2)nc2ccccc12	2.8µM*	u	-1%
40	C=CCc1cc(/C=N/n2cnnc2)cc(OCC)c1O	-24%	-22%	-2%

no.	HCMV antiviral	FBPA Giardia inh	HCV inh
33	-26	x	-26%
34	-7	1%	3%
35	37	2%	0%
36	0	-15%	-26%
37	-16	x	10%
38	u	7%	28%
39	-70*	-21%	u
40	3	-10%	u

# Next part:
no.	SMILES	Sm TGR inh	AmpC no deterg	AmpC detergent
41	CC(=O)/C(=N/Nc1cccc(Cl)c1)Sc1nnc(C(O)c2ccccc2)n1-c1ccccc1 (centres undefined)	-8%	28%	-9%
42	O=C(Nc1ccc2cn[nH]c2c1)c1c(Cl)cccc1Cl	1%	-22%	2%
43	CCCCCCC(=O)c1c(O)n(-c2ccccc2OC)c(=O)[nH]c1=O	0%	-31%	-11%
44	Cc1ccc2c(c1)C(=O)CC(c1ccc3c(c1)OCCO3)O2 (centres undefined)	1%	-3%	5%
45	Cc1cc(C)nc(N2CCC(C(=O)NC3CCCc4ccccc43)CC2)n1 (centres undefined)	9%[11.4 µM]	-7%	u
46	CC1CCN(c2nc3c(c(=O)n(C)c(=O)n3C)n2CCSc2ncccn2)CC1	9%	-6%	u
47	COC(=O)C1=C(c2cccc(OCc3ccccc3)c2)C[C@@H]2CC[C@H]1N2C(=O)NCCCOC(C)C	-1%	249%[activator]	4%
48	CCOC(=O)COn1c(=O)c(-c2cc3ccccc3o2)[n+]([O-])c2ccccc21	3%	-6%	1%

no.	HCMV antiviral	FBPA Giardia inh	HCV inh
41	-25	-28%	0%
42	-94*	-22%	-18%
43	15	11%	3%
44	-27	9%	-11%
45	4	1%	9%
46	17	0%	9%
47	-2	x	u
48	169	-16%	20%

# Remaining list, next part
no.	SMILES	Sm TGR inh	AmpC no deterg	AmpC detergent
49	COc1ccc2c(c1)C(C)CC(C)(C)N2C(=O)CSc1ncn[nH]1 (centres undefined)	8%	-9%	0%
50	C[C@H]1O[C@H](O[C@H]2[C@H](O[C@@H]3CC[C@@]4(C)C(CC[C@]5(C)C4CC=C4[C@@H]6CC(C)(C)CC[C@]6(C(=O)O[C@@H]6O[C@H](CO)[C@@H](O)[C@H](O)[C@H]6O)CC[C@]45C)C3(C)C)O[C@H](C(=O)O)[C@@H](O)[C@@H]2O)[C@@H](O)[C@@H](O)[C@@H]1O (some centres undefined)	-2%	-13%	-13%
51	CN(C(=O)c1ccccc1C(=O)OCC(=O)Nc1cccc(Br)c1)c1ccccc1	-9%	-1%	1%
52	O=C1NC(=S)N/C1=C\c1cccc([N+](=O)[O-])c1	9%	-11%	-11%
53	Cc1c(Cl)cccc1NC(=S)NCC(C)C	-1%	-9%	u
54	Cc1ccc(NC(=O)Cn2c3ccc(F)cc3c3nc4n(c(=O)c32)CCS4)cc1F	11%	8%	0%

no.	HCMV antiviral	FBPA Giardia inh	HCV inh
49	-9	6%	10%
50	16	x	5%
51	-18	x	u
52	-35	3%	-1%
53	u	-2%	-3%
54	-72*	-2%	-28%

# By substructure, the compounds so far containing an NH in an aromatic ring.
no.	SMILES	Sm TGR inh	AmpC no deterg	AmpC detergent
5	Cc1cc(C)c2c(=O)[nH]c(SCC(=O)Nc3cccc(S(=O)(=O)N(C)C)c3)nc2n1	0%	-46%	3%
7	Cc1nn(-c2ccccc2)c(C)c1C(=O)OCC(=O)N(C)c1c(N)n(Cc2ccccc2)c(=O)[nH]c1=O	-4%	71%[activator]	-3%
21	COc1ccc(N2CCN(C(CNC(=O)C(=O)NCCc3c[nH]c4ccccc34)c3ccco3)CC2)cc1 (centres undefined)	4%	-20%	-2%
35	CC(C)CCn1c(=S)[nH]c2ncccc2c1=O	8%	-12%	-3%
36	CCCCC(=O)Nc1c(O)c2ccccc2[nH]c1=O	49%[activator]	-35%	-3%
42	O=C(Nc1ccc2cn[nH]c2c1)c1c(Cl)cccc1Cl	1%	-22%	2%
43	CCCCCCC(=O)c1c(O)n(-c2ccccc2OC)c(=O)[nH]c1=O	0%	-31%	-11%
49	COc1ccc2c(c1)C(C)CC(C)(C)N2C(=O)CSc1ncn[nH]1 (centres undefined)	8%	-9%	0%

no.	HCMV antiviral	FBPA Giardia inh	HCV inh
5	-6	x	4%
7	-38	x	21%
21	-25	0%	6%
35	37	2%	0%
36	0	-15%	-26%
42	-94*	-22%	-18%
43	15	11%	3%
49	-9	6%	10%
